# Source: PubChem BioAssay (several laboratories)
# SDO1 yeast rescue – growth rescue of sdo1-depleted yeast, primary screen, S. cerevisiae, bone marrow failure model; 0.21% of 140,000 active; AID 817, 2007; S. cerevisiae sdo1-depleted JHY4D growth rescue, OD600 30 h; stronger effect = higher value; pdr5 snq2 efflux-pump mutant strain; z-score at 10 µM;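 active = z-score above 3 at both the 24 hr and the 30 hr optical density reads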;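 note: z-score against mean and SD of all compound wells on the same plate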
# Insulin prom inh – inhibitors of insulin promoter-driven GFP, primary screen, imaging, TRM-6 cells (human fetal islet line), eGFP reporter, cell count; reporter expression induced with tamoxifen; inhibition, % at 2 µM; 0.9% of 130,000 active;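 active = inhibition above the mean plus 3 SD, with well images judged a real hit on visual review, cut at about 60% in these data, passing the limit was not always enough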
# SDO1 yeast rescue Rescue 24 h – further read-out of SDO1 yeast rescue, marked with its call; z-score; S. cerevisiae sdo1-depleted JHY4D growth rescue, OD600; measured here: growth rescue at 24 h;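 0 is the plate mean of compound wells and units are plate SD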
# The depositor's hits bear a star; . = no result given. Random draw from the library; any-hit rate near 0.94%.
1: O=C(/C=C/c1c(F)cccc1Cl)Nc1nc2ccccc2[nH]1
2: CCCCNC(=O)COC(=O)c1ccc(NS(=O)(=O)c2ccc3c(c2)OCCO3)cc1
3: C=CCn1c(=NC(=O)c2cc(-c3cccs3)nc3ccccc23)sc2cc(S(N)(=O)=O)ccc21
4: COCCNc1nc2nonc2nc1N(C)Cc1cccc2cnccc12
5: Cc1cc(=O)[nH]c2c1c(C)nn2-c1ccccc1
entry no.,1,2,3,4,5
SDO1 yeast rescue,1.1,0.65,0.66,.,-0.65
SDO1 yeast rescue Rescue 24 h,2.6,-0.23,1.33,.,-0.29
Insulin prom inh,3.3,-10.0,-32.0,20.0,60.9*

6: COc1cc(/C=C(\C#N)c2nc3ccc(C)cc3[nH]2)c([N+](=O)[O-])cc1OC
7: Cc1cc(C)nc(SCc2nc3ccccc3n2C)n1
8: Cc1ccc(S(=O)(=O)N2CCCCC2)cc1NC(=O)Cn1ccc(C(F)(F)F)n1
9: C/C(=N\NS(C)(=O)=O)c1ccc(C)cc1
10: Cc1ccc[n+](CC(=O)Nc2cc(C(F)(F)F)ccc2Cl)c1
entry no.,6,7,8,9,10
SDO1 yeast rescue,-1.08,0.04,.,-0.47,0.54
SDO1 yeast rescue Rescue 24 h,-0.51,-0.75,.,-0.76,0.27
Insulin prom inh,.,24.2,-35.7,28.6,.

11: COc1ccc(OC)c(CN2CCCC(CO)C2)c1 (stereo not given)
12: CC1CCC(NC(=O)CN2C(=O)COc3ccc(S(=O)(=O)N4CCCC4)cc32)CC1 (stereo not given)
13: CCc1cccc2c(SCC(=O)NCC3CCCO3)nc(-c3ccc(F)cc3)nc12 (stereo not given)
14: CSc1nc(C)cc(-n2cc(F)c(=O)[nH]c2=O)n1
15: COc1ccc2c(=O)c(-c3nc(C)cs3)coc2c1
entry no.,11,12,13,14,15
SDO1 yeast rescue,0.73,0.92,0.88,-1.28,-1.48
SDO1 yeast rescue Rescue 24 h,0.53,0.38,3.05,-1.68,0.08
Insulin prom inh,0.0,.,-15.6,-57.7,39.5

16: Nc1nsc2ccccc12
17: COC(=O)CSc1cc([N+](=O)[O-])cc2c1c(C1OCCO1)nn2-c1ccccc1
18: Cc1ccc(C)c(CSc2nc3ccncc3n2CC(=O)Nc2ccc(C)c(C)c2)c1
19: O=C(CSCc1ccccc1F)NCc1ccccc1
20: COCc1ccc(CN2CCc3c([nH]c4ccccc34)C2C(C)(C)C)o1 (stereo not given)
entry no.,16,17,18,19,20
SDO1 yeast rescue,-2.33,-0.5,-0.6,.,.
SDO1 yeast rescue Rescue 24 h,-0.97,-0.2,0.03,.,.
Insulin prom inh,0.0,3.5,-40.0,-9.1,-231.2

# Next part, starting with the last 4 of the part before.
17: COC(=O)CSc1cc([N+](=O)[O-])cc2c1c(C1OCCO1)nn2-c1ccccc1
18: Cc1ccc(C)c(CSc2nc3ccncc3n2CC(=O)Nc2ccc(C)c(C)c2)c1
19: O=C(CSCc1ccccc1F)NCc1ccccc1
20: COCc1ccc(CN2CCc3c([nH]c4ccccc34)C2C(C)(C)C)o1 (stereo not given)
21: COC(=O)C1CCN(C(=O)c2cc(OC)c(OC)c(OC)c2)CC1
22: O=C(CN1CCC(C(O)(c2ccccc2)c2ccccc2)CC1)Nc1cc(Cl)ccc1Cl
23: N/C(=N\O)c1ccc(NC(=O)c2ccc(Br)o2)cc1
24: CC(=O)Nc1ccc(NC(=O)C2CCCN2S(=O)(=O)c2cccc3nsnc23)cc1 (stereo not given)
25: CC(=O)Nc1ccc(S(=O)(=O)Oc2ccc3c(c2)C(C)=CC(C)(C)N3)cc1
entry no.,17,18,19,20,21,22,23,24,25
SDO1 yeast rescue,-0.5,-0.6,.,.,0.92,-1.66,0.72,.,-0.74
SDO1 yeast rescue Rescue 24 h,-0.2,0.03,.,.,0.42,-0.64,0.47,.,-0.88
Insulin prom inh,3.5,-40.0,-9.1,-231.2,.,.,-233.3,35.7,13.8

26: COc1cc2c(cc1NC(=O)/C=C/c1cc(OC)c(OC)c(OC)c1)oc1ccccc12
27: O=C(Nc1ccccn1)C12CC3CC(C1)CC(C(=O)Nc1ccccn1)(C3)C2
28: COc1cccc(NC(=O)CSc2nncn2-c2ccccn2)c1
29: O=C(CN1CCC(C(=O)c2cccc(F)c2)CC1)NCc1cccs1
30: O=C(N/N=C/c1ccc([N+](=O)[O-])o1)c1cc(-c2cccc(Br)c2)nc2ccccc12
entry no.,26,27,28,29,30
SDO1 yeast rescue,-0.82,0.14,0.69,1.13,-1.62
SDO1 yeast rescue Rescue 24 h,-0.73,0.18,0.73,1.79,-0.47
Insulin prom inh,.,-75.0,.,-57.1,.

31: OCCN1CCN(CC(O)C(F)(F)F)CC1 (stereo not given)
32: O=C(N/N=C/c1cccc(F)c1)NC1CCCCC1
33: Oc1ccc(NC(=S)N=Nc2c(O)[nH]c3ccc(Br)cc23)cc1
34: Cc1ccc(CCN2C(=O)CCC2(C)C(=O)NCc2cccnc2)cc1 (stereo not given)
35: COc1cccc(-n2nc(-c3ccnn3-c3ccccc3)c(=O)n(C)c2=O)c1
entry no.,31,32,33,34,35
SDO1 yeast rescue,.,-0.49,.,-0.07,1.11
SDO1 yeast rescue Rescue 24 h,.,-0.43,.,-0.07,1.52
Insulin prom inh,25.0,.,33.3,12.7,-8.3

36: Cc1ccc(-n2c(C3CC3c3ccc(Cl)cc3)n[nH]c2=S)cc1 (stereo not given)
37: COc1ccc(S(=O)(=O)Nc2cccc(N(C)S(C)(=O)=O)c2)cc1C
38: COc1ccc(N(CC(=O)Nc2cc(OC)ccc2OC)S(C)(=O)=O)cc1
39: O=C(CSc1nc(-c2ccco2)cc(C(F)(F)F)n1)Nc1ccc2c(c1)CCC2
40: O=C(Nc1cccnc1)c1cc(F)cc(F)c1
entry no.,36,37,38,39,40
SDO1 yeast rescue,-1.79,1.51,-0.51,-1.22,0.67
SDO1 yeast rescue Rescue 24 h,-0.79,1.69,-1.09,-0.02,0.36
Insulin prom inh,6.7,.,.,6.7,61.5

41: CC1=CC(=O)C=C(C)C1=NOc1ccccc1[N+](=O)[O-]
42: C/C(=N\NC(=O)c1ccc(Cn2cc([N+](=O)[O-])cn2)o1)c1cccc(NC(=O)C(C)C)c1
43: CS(=O)(=O)N1CCC(C(=O)N2CCN(c3ccccc3)CC2)CC1
44: Cc1cc(C)nc(N2CCC(C(=O)NCCc3ccc(F)cc3)CC2)n1
45: CCC1CCCCN1C(=O)CSc1nnc(-c2ccc(Cl)s2)o1 (stereo not given)
entry no.,41,42,43,44,45
SDO1 yeast rescue,-1.76,1.02,.,-0.33,-0.78
SDO1 yeast rescue Rescue 24 h,0,1.48,.,0.29,-0.57
Insulin prom inh,14.3,15.4,-68.8,25.0,8.3

# Sorted by molecular weight (rising): 4 of the compounds above
16: Nc1nsc2ccccc12
45: CCC1CCCCN1C(=O)CSc1nnc(-c2ccc(Cl)s2)o1 (stereo not given)
25: CC(=O)Nc1ccc(S(=O)(=O)Oc2ccc3c(c2)C(C)=CC(C)(C)N3)cc1
26: COc1cc2c(cc1NC(=O)/C=C/c1cc(OC)c(OC)c(OC)c1)oc1ccccc12
entry no.,16,45,25,26
SDO1 yeast rescue,-2.33,-0.78,-0.74,-0.82
SDO1 yeast rescue Rescue 24 h,-0.97,-0.57,-0.88,-0.73
Insulin prom inh,0.0,8.3,13.8,.

# New compounds follow
46: CC1CCN(CC(O)COc2ccc(F)cc2)CC1 (stereo not given)
47: Cc1cc(C)nc(NS(=O)(=O)c2ccc(N3Cc4ccccc4C3=O)cc2)n1
48: Cc1ccc2cc(CN(CC3CCCO3)S(=O)(=O)c3ccccc3)c3nnnn3c2c1 (stereo not given)
49: COc1ccc(CNC(=O)COC(=O)c2c[nH]c(=O)[nH]c2=O)cc1OC
50: CCn1cc(C(=O)NCc2ccco2)c(=O)c2cc(S(=O)(=O)N3CCC(C)CC3)ccc21
entry no.,46,47,48,49,50
SDO1 yeast rescue,-0.44,0.95,-1.62,0.16,-0.42
SDO1 yeast rescue Rescue 24 h,-0.97,0.28,-1.89,-0.18,-0.88
Insulin prom inh,.,50.0,18.8,.,.

# Rewritten with the structure last: part of the list above
no.	SDO1 yeast rescue	SDO1 yeast rescue Rescue 24 h	Insulin prom inh	Structure
30	-1.62	-0.47	.	O=C(N/N=C/c1ccc([N+](=O)[O-])o1)c1cc(-c2cccc(Br)c2)nc2ccccc12
19	.	.	-9.1	O=C(CSCc1ccccc1F)NCc1ccccc1

# Following part:
51: COc1ccc(C(CNC(=O)c2ccc3c(c2)C(=O)N(CCC(C)C)C3=O)N2CCOCC2)cc1 (stereo not given)
52: Cc1noc(NS(=O)(=O)c2ccc(N/C=C\C(=O)c3ccc(F)cc3)cc2)c1C
53: CCOC(=O)c1c(NC(=O)C(=O)N/N=C/c2ccccc2O)sc2c1CCCCC2
54: Cc1cc(=O)c2c(O)c(O)ccc2o1
55: C=CCn1c(SCC)nc(O)cc1=O
entry no.,51,52,53,54,55
SDO1 yeast rescue,-0.53,.,2.72,0.49,0.29
SDO1 yeast rescue Rescue 24 h,-0.42,.,3.15,-0.13,-0.42
Insulin prom inh,.,-17.6,-38.8,56.2,35.7

56: Cc1ccc(-c2noc(CCC(=O)NCCN3CCN(Cc4ccccc4)CC3)n2)cc1
57: CCC(C)NC(=O)c1cc(OC)c(OC)c(OC)c1 (stereo not given)
58: Cc1cc(N2CCN(C(=O)c3ccco3)CC2)n2nc(-c3cccc(F)c3)cc2n1
59: CCOC(=O)N1CCN(S(=O)(=O)c2cccs2)CC1
60: COc1ccc(S(=O)(=O)N2CCCC(C(=O)Nc3ccc(OC)c(OC)c3)C2)cc1 (stereo not given)
61: Cc1nnc(SCC(=O)Nc2sc3c(c2C#N)CCCCC3)n1N
62: CC(=O)Nc1ccc(NC(=O)c2c(C)nc3ccccn23)cc1
63: O=C1CSc2ccc(C(=O)NCC(c3ccco3)N3CCCCC3)cc2N1 (stereo not given)
entry no.,56,57,58,59,60,61,62,63
SDO1 yeast rescue,0.77,0.13,-1.23,0.68,-0.02,-0.85,0.53,.
SDO1 yeast rescue Rescue 24 h,0.66,-0.34,-0.37,0.69,0.17,-1.01,-0.18,.
Insulin prom inh,-216.3,.,37.5,-12.5,42.9,59.4,.,55.6

# Pulled by compound from the entries so far:
8: Cc1ccc(S(=O)(=O)N2CCCCC2)cc1NC(=O)Cn1ccc(C(F)(F)F)n1
17: COC(=O)CSc1cc([N+](=O)[O-])cc2c1c(C1OCCO1)nn2-c1ccccc1
42: C/C(=N\NC(=O)c1ccc(Cn2cc([N+](=O)[O-])cn2)o1)c1cccc(NC(=O)C(C)C)c1
entry no.,8,17,42
SDO1 yeast rescue,.,-0.5,1.02
SDO1 yeast rescue Rescue 24 h,.,-0.2,1.48
Insulin prom inh,-35.7,3.5,15.4
